Screening results as filed in PubChem BioAssay.
GLP1R inv ag = acts as inverse agonist at human GLP-1 receptor. AID 624417. Potency, µM (series often up to 38.3 µM), inactives show top-dose activity change, negative = inhibition, actives largely listed as inhibitors. HEK293 GLP-1R CRE-luciferase, luminescence, 24 h; GLP-1R form is constitutively active. hit rate 1.6% among 410,000; also: potency is read from the fitted curve at half-maximal effect; % is scaled to controls: 0 for no effect and ±100 for the full control effect; nearly all actives have a fitted effect of over 55% in size
Target sequence (P43220 whole entry, looked up): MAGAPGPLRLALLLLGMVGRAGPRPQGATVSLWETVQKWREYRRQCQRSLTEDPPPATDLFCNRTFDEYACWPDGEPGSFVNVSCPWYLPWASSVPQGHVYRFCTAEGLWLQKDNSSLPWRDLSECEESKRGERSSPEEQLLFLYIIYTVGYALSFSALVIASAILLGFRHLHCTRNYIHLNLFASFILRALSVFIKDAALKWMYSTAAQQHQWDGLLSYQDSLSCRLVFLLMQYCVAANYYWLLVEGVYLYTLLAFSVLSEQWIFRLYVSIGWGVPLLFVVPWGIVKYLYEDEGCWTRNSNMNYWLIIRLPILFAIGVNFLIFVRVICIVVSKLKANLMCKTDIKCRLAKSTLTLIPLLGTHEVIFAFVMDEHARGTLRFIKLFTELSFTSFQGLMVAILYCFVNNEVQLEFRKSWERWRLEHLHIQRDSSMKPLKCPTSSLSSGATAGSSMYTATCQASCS
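Using stably transfected HEK293 (constitutively active GLP-1R, cAMP-luciferase reporter), compounds were incubated 24 hr and luciferase measured by luminescence.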
WRN inhibitor = blocks human WRN helicase | Q14191 | WRN helicase unwinding, fluorescent forked duplex, kinetic | Potency, µM (top dose mostly 114 µM), for the others: at the highest dose activity change, negative = inhibition, usual class: inhibitors | hit rate 0.46% among 360,000 | AID 651768; also: potency is read from the fitted curve at half-maximal effect; % is scaled to controls: 0 for no effect and ±100 for the full control effect; nearly all actives have a fitted effect of over 55% in size
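Kinetic fluorescence helicase assay: unwinding of a quenched forked DNA duplex (100 nM final) with 2 mM ATP final raises red fluorescence (525/598 nm). Compounds sat 15 min at room temperature with 20 nM WRN beforehand.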
DRD3 agonist = D3 dopamine receptor (human) agonism; max activation, %; D3R DiscoveRx beta-arrestin cells, luminescence, 90 min; hit rate 0.58% among 410,000; P35462; AID 652048; in the data active = max activation above about 30%; also: 0% is about no effect; mostly tested at two doses, the higher about 12 µM
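Cells at 1500/well, incubated overnight, then treated with pinned compounds (dopamine as control) for 90 min at 37 degrees C. DiscoveRx reagent added for 30 - 60 minutes at room temperature; luminescence read.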
GLP1R cytotox = cytotoxicity counter-screen for GLP-1 receptor inverse agonists. hit rate 0.13% among 410,000. Potency, µM (highest dose often 38.3 µM), without a hit: at the top dose activity change, negative = inhibition, actives largely listed as inhibitors. HEK293 cAMP-luciferase reporter cells, luminescence, 24 h;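 also: loss of luciferase light is scored as toxicity; potency is read from the fitted curve at half-maximal effect; % is scaled to controls: 0 for no effect and ±100 for the full control effect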
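Luminescence readout: signal drop marks cytotoxicity. Plated cells grew 12 h at 37 °C, 5% CO2, received 23 nL compound for 24 h, then got luciferase reagent, read after 12 min at RT.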
IL-2 act = IL-2 activation; IL-2 activation reporter assay, cell-based qHTS; stimulated with anti-CD3/CD4/CD28 beads; in transgenic mouse T cells; activation, % (series mostly up to about 46 µM); hit rate 0.065% among 360,000; AID 652025; in the data active = activation above about 50%; inconclusive = mostly about 30% to 49%; also: 0% is about no effect
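First, unstimulated transgenic mouse T cells were exposed to compound for 60 min. Next, anti-CD3/anti-CD4-coated beads with anti-CD28 were added. Finally, after 18 h at 37 degrees C, EGFP and DsRed were imaged.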
PI5P4K alpha inh = PI5P4K alpha (human) kinase inhibition | hit rate 1.2% among 330,000 | PI5P4Kalpha enzyme, ADP-Glo luminescence, 60 min; active compounds read low | P48426 | max response, %; active = max response of -50% or lower; inconclusive = between -30% and -50%; inactive = -30% or higher; also: value at the top dose of about 77 µM; % is scaled to controls: 0 for no effect and ±100 for the full control effect
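Compounds were pin-transferred onto PI5P4Kalpha and substrate in HEPES pH 7.4 buffer with EGTA, CHAPS and 5% DMSO. ATP (5 microM final) started the reaction, which ran 60 minutes at room temperature before ADP-Glo detection.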
* hit, by the source's call; ? = inconclusive; . = no result given. Unless noted, calls follow the shape of the dose curve; as a rule, active = well fitted curve in the direction sought with a large enough effect; inconclusive = small, poorly fitted or top-dose-only effect, or another doubt; inactive = no such curve, though single readings can be large; an effect the other way counts as inactive or inconclusive.

Screens by letter: A = GLP1R inv ag; B = WRN inhibitor; C = DRD3 agonist; D = GLP1R cytotox; E = IL-2 act; F = PI5P4K alpha inh
Structure: COc1ccc(CNC(=O)c2cc3c(-c4ccccc4F)nn(C)c3s2)c(OC)c1
  A: ? | B: . | C: 18 | D: -8% | E: . | F: .
Structure: CC(Oc1ccccc1)C(=O)Nc1ccc(C(=O)OCc2cc(=O)n3nc(C4CC4)sc3n2)cc1 (stereo unspecified)
  A: ? | B: . | C: 4 | D: -5% | E: . | F: .
Structure: Cc1c(Cl)cccc1NC(=O)CN1C(=O)C(C)N=C(c2ccccc2)c2ccccc21 (stereo unspecified)
  A: ? | B: . | C: 8 | D: 1% | E: . | F: .
Structure: CCCC12CN3CC(C)(CN(C1)C3c1ccccn1)C2=O (stereo unspecified)
  A: 5% | B: . | C: 6 | D: -17% | E: . | F: .
Structure: COc1ccc(C2CC(=O)Nc3cc4c(cc32)OCO4)c(OC)c1 (stereo unspecified)
  A: ? | B: . | C: 5 | D: -20% | E: . | F: .
Structure: COc1ccc(/C=C/C(=O)Nc2ccc(C)cc2)cc1
  A: ? | B: . | C: -12 | D: 3% | E: . | F: .
Structure: COc1ccc(NC(=O)c2oc3ccc(S(=O)(=O)N(C)C4CCCCC4)cc3c2C)cc1
  A: ? | B: . | C: 3 | D: -5% | E: . | F: .
Structure: COc1cccc(CN2CCc3nc(N4CCN(c5ncccn5)CC4)ncc3C2)c1
  A: ? | B: . | C: 6 | D: -6% | E: . | F: .
Structure: Cc1ccc(NC(=O)CSc2nc(-c3ccco3)cc(C(F)(F)F)n2)c(C)c1
  A: ? | B: . | C: -23 | D: -24% | E: . | F: .
Structure: Cc1ccc(-n2c(/C=C\c3ccc(F)c(F)c3)nc3ccccc3c2=O)c(C)c1
  A: -11% | B: . | C: 14 | D: 2% | E: . | F: .
Structure: CCC(C(=O)Nc1ccccc1F)N1C(=O)CN=C(c2ccccc2)c2ccccc21 (stereo unspecified)
  A: ? | B: . | C: -15 | D: -18% | E: . | F: .
Structure: CCn1cc2nc(SCc3cccc(C(F)(F)F)c3)n(Cc3ccc(OC)cc3)c(=O)c2n1
  A: ? | B: . | C: -3 | D: -6% | E: . | F: .
Structure: Cc1cccc(CN2C(=O)CN=C(c3ccccc3)c3cc(Cl)ccc32)c1
  A: -8% | B: . | C: -12 | D: 2% | E: . | F: .
Structure: O=C(Cn1cc(C(=O)c2ccccc2)c2ccccc21)Nc1ccc(Br)cc1
  A: 8% | B: . | C: 8 | D: 2% | E: . | F: .
Structure: CCN(CC)C(=O)c1ccc(NC(=O)CCn2nc(-c3ccc(C)cc3)c3ccccc3c2=O)cc1
  A: -1% | B: . | C: 4 | D: 0% | E: . | F: .
Structure: COc1cccc(/C=C/c2nc3ccccc3c(=O)n2-c2ccc(Cl)cc2)c1OC
  A: -22% | B: . | C: 1 | D: -9% | E: . | F: .
Structure: Cc1cccc(-n2c(CC3C(=O)Nc4ccc(C)cc43)nc3ccccc3c2=O)c1 (stereo unspecified)
  A: ? | B: . | C: 10 | D: -11% | E: . | F: .
Structure: CCN(CC)CCSc1nc2ccccc2c(=O)n1-c1ccc(Cl)cc1
  A: ? | B: . | C: -19 | D: -21% | E: . | F: .
Structure: O=c1c2ccccc2nc(/C=C/c2ccccc2O)n1-c1ccc(Br)cc1
  A: -12% | B: . | C: 3 | D: 10% | E: . | F: .
Structure: O=C1CC(c2ccc(Br)cc2)c2c(c3ccccc3oc2=O)O1 (stereo unspecified)
  A: 12% | B: . | C: 51* | D: 2% | E: . | F: .

Part of the list above, reformatted.
Results follow in this order: GLP1R inv ag | WRN inhibitor | DRD3 agonist | GLP1R cytotox | IL-2 act | PI5P4K alpha inh
COc1cccc(CN2CCc3nc(N4CCN(c5ncccn5)CC4)ncc3C2)c1
    ? | . | 6 | -6% | . | .
Cc1ccc(NC(=O)CSc2nc(-c3ccco3)cc(C(F)(F)F)n2)c(C)c1
    ? | . | -23 | -24% | . | .
Cc1ccc(-n2c(/C=C\c3ccc(F)c(F)c3)nc3ccccc3c2=O)c(C)c1
    -11% | . | 14 | 2% | . | .
CCC(C(=O)Nc1ccccc1F)N1C(=O)CN=C(c2ccccc2)c2ccccc21 (stereo unspecified)
    ? | . | -15 | -18% | . | .
CCn1cc2nc(SCc3cccc(C(F)(F)F)c3)n(Cc3ccc(OC)cc3)c(=O)c2n1
    ? | . | -3 | -6% | . | .
Cc1cccc(CN2C(=O)CN=C(c3ccccc3)c3cc(Cl)ccc32)c1
    -8% | . | -12 | 2% | . | .
O=C(Cn1cc(C(=O)c2ccccc2)c2ccccc21)Nc1ccc(Br)cc1
    8% | . | 8 | 2% | . | .
CCN(CC)C(=O)c1ccc(NC(=O)CCn2nc(-c3ccc(C)cc3)c3ccccc3c2=O)cc1
    -1% | . | 4 | 0% | . | .
COc1cccc(/C=C/c2nc3ccccc3c(=O)n2-c2ccc(Cl)cc2)c1OC
    -22% | . | 1 | -9% | . | .
Cc1cccc(-n2c(CC3C(=O)Nc4ccc(C)cc43)nc3ccccc3c2=O)c1 (stereo unspecified)
    ? | . | 10 | -11% | . | .
CCN(CC)CCSc1nc2ccccc2c(=O)n1-c1ccc(Cl)cc1
    ? | . | -19 | -21% | . | .
O=c1c2ccccc2nc(/C=C/c2ccccc2O)n1-c1ccc(Br)cc1
    -12% | . | 3 | 10% | . | .
O=C1CC(c2ccc(Br)cc2)c2c(c3ccccc3oc2=O)O1 (stereo unspecified)
    12% | . | 51* | 2% | . | .

The list continues:
Screens by letter: A = GLP1R inv ag; B = WRN inhibitor; C = DRD3 agonist; D = GLP1R cytotox; E = IL-2 act; F = PI5P4K alpha inh
Structure: Nc1c(C(=O)Nc2ccc(Cl)c(C(F)(F)F)c2)sc2nc3c(cc12)N1CCC3CC1
  A: ? | B: . | C: 1 | D: 18% | E: . | F: .
Structure: O=c1c2ccccc2nc(/C=C/c2ccccc2)n1-c1ccccc1F
  A: 26% | B: . | C: -10 | D: -20% | E: . | F: .
Structure: Cc1cccc(OC(C)C(=O)NCC2(N(C)C)CCCCC2)c1C (stereo unspecified)
  A: ? | B: . | C: 0 | D: 4% | E: . | F: .
Structure: CSc1ccc(/C=C/c2nc3ccccc3c(=O)n2-c2cccc(Cl)c2C)cc1
  A: 11% | B: . | C: -2 | D: 3% | E: . | F: .
Structure: Cc1ccccc1-n1c(/C=C/c2ccc(N(C)C)cc2)nc2ccccc2c1=O
  A: 8.9µM* | B: . | C: 2 | D: . | E: . | F: .
Structure: COc1cc(-c2nc3ccc(Cl)cn3c2Nc2ccc3c(c2)OCCO3)ccc1O
  A: ? | B: . | C: 4 | D: -15% | E: . | F: .
Structure: Cc1ccc(OCC(=O)N2CCN(CCc3ccncc3)CC2)cc1C
  A: -11% | B: . | C: -7 | D: 2% | E: . | F: .
Structure: CCOC(=O)c1cc(-c2ccccc2)n(CCCC(=O)Nc2ccc(C)c(C)c2)c1C
  A: ? | B: . | C: -1 | D: -21% | E: . | F: .
Structure: O=[N+]([O-])c1ccc(S(=O)(=O)N2CCn3cccc3C2c2ccccc2F)cc1 (stereo unspecified)
  A: ? | B: . | C: -6 | D: -7% | E: . | F: .
Structure: CC(C)c1ccc(CNC(=O)c2ccc(N3CCCC3)c(NC(=O)NCc3ccccc3)c2)cc1
  A: ? | B: . | C: -9 | D: 0% | E: . | F: .
Structure: COc1ccc(C(=O)Nc2ccc(-c3cc(C(F)(F)F)nn3-c3ccccc3)cc2)cc1OC
  A: ? | B: . | C: 59* | D: -19% | E: . | F: .
Structure: O=C1CC(c2ccc(C(F)(F)F)cc2)c2c(c3ccccc3oc2=O)O1 (stereo unspecified)
  A: 8% | B: . | C: -5 | D: -13% | E: . | F: .
Structure: COC(=O)C1(F)C(=O)NC(=O)NC1O (stereo unspecified)
  A: . | B: -2% | C: . | D: . | E: 1.8 | F: 8

These rows are one share of the data; the hit share may differ from the screen's.
